Screening data as filed in PubChem.
BAP1 block: human BAP1 deubiquitinase inhibition | AID 436 | recombinant BAP1, Ub-AMC hydrolysis fluorescence kinetic; stronger effect = lower value | activity remaining (% of control), % at 20 µM | actives 0.48% (n = 72,000);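 active means activity remaining at or below 50% of control, provided the compound also passes the data quality filters; inactive means the rest, including low values that fail the filters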;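 further: 100% = DMSO wells rate and 0% = substrate alone blank rate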
Target sequence (Q92560 whole entry, looked up): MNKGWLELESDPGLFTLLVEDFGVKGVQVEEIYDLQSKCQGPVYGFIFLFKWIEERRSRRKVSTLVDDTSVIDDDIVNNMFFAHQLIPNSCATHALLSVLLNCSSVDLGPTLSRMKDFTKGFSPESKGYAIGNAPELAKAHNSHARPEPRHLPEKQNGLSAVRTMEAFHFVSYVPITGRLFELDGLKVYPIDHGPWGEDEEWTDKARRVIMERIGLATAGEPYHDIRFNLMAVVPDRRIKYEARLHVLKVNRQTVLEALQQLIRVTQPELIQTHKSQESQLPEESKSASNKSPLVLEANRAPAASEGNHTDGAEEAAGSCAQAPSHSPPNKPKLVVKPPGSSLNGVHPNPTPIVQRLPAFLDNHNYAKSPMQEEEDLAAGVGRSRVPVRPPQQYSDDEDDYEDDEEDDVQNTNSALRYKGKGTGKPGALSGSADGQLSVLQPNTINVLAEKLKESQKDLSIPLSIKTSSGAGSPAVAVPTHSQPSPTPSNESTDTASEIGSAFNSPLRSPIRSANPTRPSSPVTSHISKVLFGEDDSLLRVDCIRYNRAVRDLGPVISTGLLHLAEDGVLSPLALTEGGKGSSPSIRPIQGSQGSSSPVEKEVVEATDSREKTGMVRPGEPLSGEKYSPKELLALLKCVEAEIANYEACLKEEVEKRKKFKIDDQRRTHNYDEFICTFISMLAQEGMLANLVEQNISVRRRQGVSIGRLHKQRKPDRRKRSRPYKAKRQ
HePTP inh: blocks human HePTP tyrosine phosphatase | P35236 | recombinant HePTP phosphatase activity, OD absorbance | inhibition, % at 20 µM | actives 0.64% (n = 110,000) | AID 521; in the data active means inhibition above about 50%;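 further: plate controls were vehicle for no effect and reference inhibitor for full effect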
Target sequence (P35236 whole entry, looked up): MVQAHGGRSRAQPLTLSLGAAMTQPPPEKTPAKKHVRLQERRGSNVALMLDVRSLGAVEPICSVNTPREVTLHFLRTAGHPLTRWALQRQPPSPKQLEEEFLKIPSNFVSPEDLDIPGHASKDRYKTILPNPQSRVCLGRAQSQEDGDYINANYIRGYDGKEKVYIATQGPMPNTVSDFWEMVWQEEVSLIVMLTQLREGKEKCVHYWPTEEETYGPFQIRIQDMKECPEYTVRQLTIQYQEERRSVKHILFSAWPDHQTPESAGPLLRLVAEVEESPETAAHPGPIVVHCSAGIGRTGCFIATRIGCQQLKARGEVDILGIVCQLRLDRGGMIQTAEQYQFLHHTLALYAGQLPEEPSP
* hit, by the source's call; & = joins results of further samples. Hits appear at their usual frequency; about 0.83% have a hit in one of these screens.

How did O=C1NN(c2ccccc2)C(=O)/C1=C/c1ccccc1OCc1ccccc1F do in these assays?
HePTP inh: -11.6

Results for c1ccc(CN2CCN(c3ncnc4c3[nH]c3ccccc34)CC2)cc1 ?
BAP1 block: 160.1; HePTP inh: 8.3

Results for CCc1ccc(N2C(=O)C3C(c4cccc(Cl)c4)OC4(C(=O)c5ccccc5C4=O)C3C2=O)cc1 (centres undefined) ?
HePTP inh: -11.6

How did O=C(Cc1ccccc1F)Nc1nc(-c2cccs2)cs1 do in these assays?
BAP1 block: 94.6; HePTP inh: -6.3

What do the screens show for `CCOC(=O)c1sc(NC(=O)CN2CCCC2)c(C(=O)OCC)c1C`?
HePTP inh: 11.5

How did COc1cc(C(=O)CSc2nnc(-c3ccc(O)cc3)n2CC2CCCO2)ccc1NC(C)=O (centres undefined) do in these assays?
BAP1 block: 98.0; HePTP inh: -10.6

Results for CC1C=CC(C)C(C(=O)O)C1C(=O)O (centres undefined) ?
BAP1 block: 79.4; HePTP inh: 23.4

What do the screens show for `CCCN1C(=O)/C(=C/c2nc3ccccc3c(=O)n2Cc2ccccc2)c2ccccc21`?
HePTP inh: -2.1

How did CCN(CC)S(=O)(=O)c1ccc2[nH]cc(C(=O)NCCc3ccc(OC)c(OC)c3)c(=O)c2c1 do in these assays?
HePTP inh: 3.1

How did Cc1nonc1NC(=O)CSc1nc2cc(Cl)ccc2c2c1CCCC2 do in these assays?
BAP1 block: 73.5; HePTP inh: 7.9

Results for COc1ccc(C(=O)COC(=O)CN2CC(=O)Oc3ccccc32)cc1Br ?
BAP1 block: 80.4; HePTP inh: 3.1

Results for COc1ccc(CCNC(=O)CCN2C(=O)COc3ccccc32)cc1OC ?
BAP1 block: 88.2; HePTP inh: -0.8

How did O=C(NC1=Nc2cccc3cccc1c23)c1cccc(C(F)(F)F)c1 do in these assays?
HePTP inh: 4.2

Results for O=c1[nH]c2c(cc1CNCCN1CCOCC1)c(-c1cccc(F)c1)nn2-c1ccccc1 ?
BAP1 block: 134.7; HePTP inh: 9.9

What do the screens show for `O=S(=O)(c1ccc(Cl)cc1)N1CCN(Cc2ccccn2)CC1`?
HePTP inh: -14.7

What do the screens show for `CCCOc1ccc(C2C(C(=O)OC)=C(C)N(C)C(C)=C2C(=O)OC)cc1`?
BAP1 block: 122.7; HePTP inh: 2.3

What do the screens show for `Oc1ccccc1C=Nc1ccc2c(c1)ncn2-c1ccccc1`?
HePTP inh: 4.2

How did COC(=O)[C@H](CCSC)NC(=O)N1CCN(c2cccc(C(F)(F)F)c2)CC1 do in these assays?
BAP1 block: 97.7; HePTP inh: 10.7

What do the screens show for `CCN(CC)CCCNC(=O)c1nn(-c2cccc(OC)c2)c(=O)c2ccccc12`?
BAP1 block: 93.6; HePTP inh: 5.1

Results for CCOC(=O)c1ccc(Nc2ccc3nonc3c2[N+](=O)[O-])cc1 ?
BAP1 block: 87.4

What do the screens show for `O=C1CC(c2ccco2)Sc2nc3ccccc3n21` (centres undefined)?
BAP1 block: 84.8; HePTP inh: 6.9

Results for O=C(CSc1nnc(COc2ccc(Cl)cc2)o1)OC1CCCCC1 ?
BAP1 block: 66.8; HePTP inh: 4.2

Results for OC(COCc1ccccc1)CN1CCN(c2ccccn2)CC1 (centres undefined) ?
HePTP inh: -6.8

What do the screens show for `CCNc1nc(-c2ccc(Cl)cc2)cs1`?
HePTP inh: -1.6

How did Cc1cc(NCCCn2ccnc2)n2nc(-c3ccc(F)cc3)cc2n1 do in these assays?
BAP1 block: 101.5; HePTP inh: 7.4

What do the screens show for `CCOC(=O)c1ccc(CSc2nnc(N)s2)cc1`?
BAP1 block: 61.2; HePTP inh: 2.9

How did CCCn1nnc(NC(=O)c2ccc(-c3ccccc3)cc2)n1 do in these assays?
BAP1 block: 121.1; HePTP inh: 9.0

What do the screens show for `Cc1cc(C)nc(NS(=O)(=O)c2ccc(NC(=O)c3ccccc3[N+](=O)[O-])cc2)n1`?
BAP1 block: 67.1

How did Cc1ccc2c(CC(=O)OCc3csc(C)n3)coc2c1 do in these assays?
BAP1 block: 99.8; HePTP inh: 13.0

Results for CCC1CCCCN1CCCNC(=O)Cn1nc(-c2ccccc2)ccc1=O (centres undefined) ?
BAP1 block: 93.8; HePTP inh: -3.1

How did CC(C)C(=O)NC(c1ccc(N(C)C)cc1)c1c(O)ccc2ccccc12 (centres undefined) do in these assays?
HePTP inh: 12.0

Results for COc1ccc(/C=C2/SC(=S)N(Cc3ccccc3)C2=O)c(OC)c1 ?
HePTP inh: -7.7

How did Cc1sc2nc(CN3CCOCC3)nc(Oc3ccc(NC(=O)c4ccco4)cc3)c2c1C do in these assays?
BAP1 block: 110.5; HePTP inh: 12.7

How did CCOc1ccc(-n2c(SCc3ccc(C#N)cc3)nnc2-c2cccnc2)cc1 do in these assays?
BAP1 block: 98.6; HePTP inh: 9.2

Results for Cc1ccc(CNC(=O)C(=O)Nc2ccc(F)cc2)cc1 ?
HePTP inh: -12.0

Results for CCCCn1cnc2c(cnn2-c2ccc(F)cc2)c1=O ?
BAP1 block: 100.0; HePTP inh: 7.7

What do the screens show for `CCc1n[nH]c2c1/C(=N/O)CCC2`?
BAP1 block: 122.1; HePTP inh: 5.5

Results for CCOC(=O)N1CCC(NC(=O)C(Cc2ccccc2)NC(=O)C2CCCCC2)CC1 (centres undefined) ?
HePTP inh: -15.1

How did CCc1cccc(C)c1NC(=O)c1cccc(N(C)C)c1 do in these assays?
BAP1 block: 102.9; HePTP inh: 4.4

Results for O=C(O)CCN1C(=O)/C(=C/c2cn(-c3ccccc3)nc2-c2cccc([N+](=O)[O-])c2)SC1=S ?
HePTP inh: 5.7

Results for CC(C)Sc1nc2ccc(N3C(=O)C4CCCCC4C3=O)cc2s1 (centres undefined) ?
HePTP inh: 3.8

How did CCSc1nnc(Cn2c(=O)sc3ccccc32)n1C do in these assays?
BAP1 block: 96.8; HePTP inh: 3.0

What do the screens show for `Cc1n[nH]c(C)c1CCCCCOc1ccc([N+](=O)[O-])cc1`?
HePTP inh: 13.3

How did Cc1ccc(OCC(=O)N2CCN(c3ccccn3)CC2)c(Br)c1 do in these assays?
HePTP inh: 10.6

How did Cc1ccc(OCc2nnc(NC(=O)c3ccccc3)s2)cc1C do in these assays?
HePTP inh: 8.8

What do the screens show for `CC1=C(C(=O)Nc2cc(Cl)ccc2C)C(c2cccc(Br)c2)NC(=S)N1` (centres undefined)?
HePTP inh: -3.5

How did CNC(=O)CN(c1cc(C)ccc1OC)S(=O)(=O)c1ccc(C)cc1 do in these assays?
BAP1 block: 90.7; HePTP inh: -5.1

Results for CCCCNC(=O)Cn1c(=O)n(C)c2ccccc21 ?
BAP1 block: 96.1; HePTP inh: 13.2

What do the screens show for `COc1ccc(-c2noc(C)c2-c2ccc3ccccc3n2)c(O)c1`?
BAP1 block: 90.7; HePTP inh: 1.4

How did COc1ccc(OC)c(/C=N/Nc2nc(C)c(C)s2)c1 do in these assays?
HePTP inh: -3.6

Results for CC1CCN(C(=O)CSc2nc(N)cc(N)n2)CC1 ?
BAP1 block: 119.9; HePTP inh: 3.0

What do the screens show for `COc1ccc2c(c1)C(=O)CC(c1ccccc1F)O2` (centres undefined)?
BAP1 block: 99.2; HePTP inh: -5.4

How did Cc1ccc2[nH]c3c(c2c1)CCc1cn[nH]c1-3 do in these assays?
BAP1 block: 141.2; HePTP inh: -0.1

What do the screens show for `CCOc1ccccc1NC(=O)c1c(NC(=S)Nc2ccccc2)sc2c1CCCCC2`?
HePTP inh: 2.2

Results for O=C(/C=C/c1ccccc1F)c1c(-c2ccccc2)c2cc(Br)ccc2[nH]c1=O ?
HePTP inh: 4.7

Results for CC(=O)OCc1cc(=O)n(C)c(=O)n1C ?
BAP1 block: 97.8; HePTP inh: 1.5&-13.0

Results for CC(NS(=O)(=O)c1cccc([N+](=O)[O-])c1)c1ccccc1 (centres undefined) ?
HePTP inh: 2.9

How did CCOc1c([N+](=O)[O-])c(=O)oc2ccccc12 do in these assays?
BAP1 block: 111.3

Results for Cc1cc(C)n(-c2nc(SCC(=O)N3CCCC3)c3c4c(sc3n2)CCCC4)n1 ?
BAP1 block: 85.9; HePTP inh: -5.4

Results for COc1ccc(N2CC(C(=O)NCc3cccnc3)CC2=O)cc1 (centres undefined) ?
BAP1 block: 106.3; HePTP inh: 2.7

Results for O=C(Nc1nc(-c2ccc(F)cc2F)cs1)c1cccc(F)c1F ?
HePTP inh: 9.1

What do the screens show for `CCOC(=O)c1ccccc1NC(=O)c1cccc([N+](=O)[O-])c1`?
HePTP inh: 5.2

How did COc1cccc(C(O)c2cnc(C(C)C)n2C)c1OC (centres undefined) do in these assays?
HePTP inh: 0.1

What do the screens show for `CC(=O)c1n[nH]nc1NC(=O)c1ccccc1`?
BAP1 block: 106.6; HePTP inh: -3.1

Results for O=C1CCc2cc(S(=O)(=O)N3CCC(C(=O)NCc4ccccc4Cl)CC3)ccc2N1 ?
BAP1 block: 88.3; HePTP inh: 4.7

What do the screens show for `CCc1ccc(S(=O)(=O)NCc2csc(-c3ccccc3)n2)s1`?
BAP1 block: 101.4; HePTP inh: -0.9

What do the screens show for `O=C(NC1CCCCCCC1)c1ccc2c(c1)N(Cc1ccc(F)cc1)C(=O)CS2=O` (centres undefined)?
BAP1 block: 166.1; HePTP inh: -4.9

What do the screens show for `O=C(Cc1ccc(-n2cccc2)cc1)NCc1cccs1`?
BAP1 block: 111.4; HePTP inh: 6.1

Results for COc1ccc(CCNC(=O)CCCn2c(=O)[nH]c3cc(OC)c(OC)cc3c2=O)cc1OC ?
HePTP inh: -8.9

Results for OC(CNCCc1ccccc1)c1ccccc1 (centres undefined) ?
BAP1 block: 97.9; HePTP inh: 5.2

How did COc1ccc2nc(NC(=O)c3ccc4ncsc4c3)sc2c1 do in these assays?
BAP1 block: 75.4; HePTP inh: 7.4

Results for CC(C)(C)c1ccc(OCC(=O)Nc2cccc(C(=O)Nc3nccs3)c2)cc1 ?
HePTP inh: -8.1

Entries above that contain a thiophene ring, fused or not:
How did O=C(Cc1ccccc1F)Nc1nc(-c2cccs2)cs1 do in these assays?
BAP1 block: 94.6; HePTP inh: -6.3

What do the screens show for `CCOC(=O)c1sc(NC(=O)CN2CCCC2)c(C(=O)OCC)c1C`?
HePTP inh: 11.5

How did Cc1sc2nc(CN3CCOCC3)nc(Oc3ccc(NC(=O)c4ccco4)cc3)c2c1C do in these assays?
BAP1 block: 110.5; HePTP inh: 12.7

What do the screens show for `CCOc1ccccc1NC(=O)c1c(NC(=S)Nc2ccccc2)sc2c1CCCCC2`?
HePTP inh: 2.2

Results for Cc1cc(C)n(-c2nc(SCC(=O)N3CCCC3)c3c4c(sc3n2)CCCC4)n1 ?
BAP1 block: 85.9; HePTP inh: -5.4

What do the screens show for `CCc1ccc(S(=O)(=O)NCc2csc(-c3ccccc3)n2)s1`?
BAP1 block: 101.4; HePTP inh: -0.9

What do the screens show for `O=C(Cc1ccc(-n2cccc2)cc1)NCc1cccs1`?
BAP1 block: 111.4; HePTP inh: 6.1

Further compounds follow:
Results for C=CCc1c(C)c(C#N)c2nc3ccccc3n2c1N1CCN(C)CC1 ?
BAP1 block: 109.5; HePTP inh: -7.2

Results for O=C(O)Cc1ccc(O)c(O)c1 ?
BAP1 block: 91.0

What do the screens show for `CC(C)(C)NC(=O)CN(C(=O)CS(=O)CC(=O)Nc1ccc(F)cc1)c1ccccc1` (centres undefined)?
BAP1 block: 100.8; HePTP inh: -3.8

Results for CCC(C)COC(=O)C(C#N)c1nc2ccccc2nc1N1CCCCC1 (centres undefined) ?
BAP1 block: 71.7; HePTP inh: -0.5

Results for Cc1cc(C)nc(SCC(=O)N/N=C/c2ccc(Cl)cc2Cl)n1 ?
HePTP inh: -14.3

How did O=c1[nH]c(=O)n(Cc2ccccc2)cc1I do in these assays?
HePTP inh: 7.8

How did COc1ccc(OC)c(NC(=O)CN(c2ccc(C(C)C)cc2)S(=O)(=O)c2c(C)noc2C)c1 do in these assays?
BAP1 block: 63.7; HePTP inh: 0.8

What do the screens show for `O=c1c2ccccc2nc(-c2ccccc2)n1CCCn1ccnc1`?
BAP1 block: 84.6; HePTP inh: -8.9&4.9

Results for O=C(N/N=C\c1c(F)cccc1Cl)c1cnccn1 ?
HePTP inh: -11.4

What do the screens show for `CCOc1ccccc1C(=O)n1nc2nc(C)cc(C)c2c1N`?
BAP1 block: 117.0; HePTP inh: 4.5

What do the screens show for `Cc1ccc2cc(C#N)c(N3CCCC3)nc2c1C`?
BAP1 block: 63.3; HePTP inh: 13.7

Results for O=C(c1ccc(Cn2cc(Br)cn2)o1)n1cccn1 ?
BAP1 block: 73.9; HePTP inh: -6.2

Results for CCOC(=O)c1sc(NCCNc2nc(C)c(C(=O)OCC)s2)nc1C ?
BAP1 block: 112.9; HePTP inh: 5.0

How did COC(=O)c1c(NC(=O)COC(=O)Cn2cnc3ccccc32)sc(C)c1C do in these assays?
BAP1 block: 97.0; HePTP inh: 3.5

How did Cc1cc(C(=O)N/N=C/c2cc(Br)ccc2O)n[nH]1 do in these assays?
HePTP inh: 8.8

Results for CCCCn1c(C(C)NC(=O)COC)nc2ccccc21 (centres undefined) ?
HePTP inh: -7.1

How did Nc1sc2c(c1C(=O)Nc1ccc(Br)cc1)CCCC2 do in these assays?
HePTP inh: 7.3

What do the screens show for `Nc1c(C(=O)Nc2ccccc2)sc2nc3c(cc12)CCC3`?
HePTP inh: 8.6

What do the screens show for `COc1cc2[nH]c(=O)n(CCCC(=O)NCCc3ccccc3)c(=O)c2cc1OC`?
HePTP inh: 2.0

Results for CN1C(=O)C(O)(CC(=O)c2cccnc2)c2ccccc21 (centres undefined) ?
BAP1 block: 101.5; HePTP inh: 8.5

What do the screens show for `O=C(O)CC(C(=O)NC1CCCCC1)C1CCCO1` (centres undefined)?
BAP1 block: 97.4; HePTP inh: 5.8

Reprinted at random: two entries already listed, in no set order.
Results for Cc1ccc(CNC(=O)C(=O)Nc2ccc(F)cc2)cc1 ?
HePTP inh: -12.0

How did Cc1sc2nc(CN3CCOCC3)nc(Oc3ccc(NC(=O)c4ccco4)cc3)c2c1C do in these assays?
BAP1 block: 110.5; HePTP inh: 12.7
